# High-throughput results: PubChem, several laboratories
# NADH coupling = inhibition of NAD/NADH coupling enzymes, library profiling | coupled PK/LDH NADH assays, four targets | IC50, µM (doses to about 10 µM), for the others: top-dose inhibition | hit rate 0.02% among 65,000;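 active = single-dose screening hits from any of four coupled enzyme assays that gave an IC50 when retested across doses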;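 note: the DPM-DC format reads NADH fluorescence rather than 340 nm absorbance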
# A340 absorber = compound absorbs light at 340 nm; compound absorbance at 340 nm, fold over control; fold change at 10 µM; 65,000 tested, under 10 active; AID 708;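 active = at 10 µM dose, initial 340 nm absorbance at least 2 fold that of control wells; inactive = change under 2 fold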;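 note: initial absorbance extrapolated from kinetic A340 decline of NADH oxidation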
# tolC growth inh = blocks growth of E. coli BW25113 tolC mutant | OD615 | growth inhibition, % at 10 µM (by protocol) | hit rate 2.2% among 65,000;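 active = growth inhibition at or above a cutoff equal to the mean over every tested compound plus 3 SD, cut at about 60% in these data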;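 note: growth measured after 20 h incubation at 37 °C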
#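 Material: E. coli BW25113 ΔtolC::kan, tolC deletion mutant strain. Measure: percent growth inhibition. Schedule: 37 °C, 20 h exposure. Doses: single-point testing at 10 µM. Signal: A615 absorbance measurement. Buffer or medium: kanamycin-containing LB broth (50 µg/mL).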
# JNK3 blocker = blocks human JNK3 kinase activity | P53779 | purified JNK3 kinase activity, HTS | inhibition, % at 8 µM | hit rate 0.61% among 60,000; in the data active = inhibition above about 17%;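 note: 0% = DMSO and 100% = reference inhibitor; many of its hits are not listed in these tables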
# MMP13 inh = inhibitors of human MMP13; P45452; MMP-13 fTHP FRET cleavage, Mca fluorescence; inhibition, % at 4 µM; hit rate 0.07% among 65,000;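 active = inhibition above the mean of compound-free control plate wells plus 3 SD, cut at about 14% in these data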;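 note: 0% = DMSO wells and 100% = wells with reference MMP-13 inhibitor after basal subtraction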
# HEK293 NFkB inh = inhibitors of the PMA/ionomycin-induced NF-kB reporter in HEK293 cells | HEK-293 NF-kB luciferase reporter, luminescence | AID 465 | hit rate 0.21% among 62,000 | inhibition, % at 3 µM;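 active = inhibition above the mean of all tested compounds plus 3 SD, cut at about 40% in these data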;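 note: 0% = stimulated DMSO wells and 100% = 10 µM reference inhibitor 5653914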
#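 System: NF-kB luciferase reporter HEK-293 cells | Replication: Single test | Control set: DMSO vs reference inhibitor | Evaluation: % inhibition | Schedule: 1 h pretreatment, 16 h stimulation, 37 °C | Probe or stimulus: PMA with ionomycin | Compound dosing: One dose, 3 µM | Detection: Luciferase luminescence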
# PKA kinase inh = PKA (human) kinase inhibition. PKA Kemptide phosphorylation, Kinase-Glo ATP luminescence. inhibition, % at 6 µM. hit rate 0.1% among 65,000. AID 524;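 active = inhibition above the screen-wide mean inhibition plus 3 SD, cut at about 21% in these data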; note: many of its hits are not listed in these tables
# Autofluor 339 = intrinsic fluorescence of library compounds, ex339/em460 – biochemical, MLSMR library, data from DPM-DC assay, artefact control, profiling panel | compound autofluorescence, ex339/em460 nm, NADH buffer; stronger effect = higher value; 1 = no-compound wells, NADH background | fluorescence fold increase at 10 µM | hit rate 5.5% among 65,000 | AID 709;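 active = at 10 µM, mean starting fluorescence two-fold or more over control wells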;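 note: signal is the first read of a kinetic run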
# ROCK2 inh = ROCK2 (human) kinase inhibition; O75116; purified ROCK2, Kinase-Glo ATP depletion luminescence; hit rate 0.35% among 60,000; inhibition, % at 6 µM;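 active = inhibition above the screen-wide mean inhibition plus 3 SD, cut at about 18% in these data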;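 note: plate controls were DMSO wells for no effect and Y-27632 control wells after no-enzyme background subtraction for full effect; many of its hits are not listed in these tables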
# Target sequence (O75116 whole entry, looked up): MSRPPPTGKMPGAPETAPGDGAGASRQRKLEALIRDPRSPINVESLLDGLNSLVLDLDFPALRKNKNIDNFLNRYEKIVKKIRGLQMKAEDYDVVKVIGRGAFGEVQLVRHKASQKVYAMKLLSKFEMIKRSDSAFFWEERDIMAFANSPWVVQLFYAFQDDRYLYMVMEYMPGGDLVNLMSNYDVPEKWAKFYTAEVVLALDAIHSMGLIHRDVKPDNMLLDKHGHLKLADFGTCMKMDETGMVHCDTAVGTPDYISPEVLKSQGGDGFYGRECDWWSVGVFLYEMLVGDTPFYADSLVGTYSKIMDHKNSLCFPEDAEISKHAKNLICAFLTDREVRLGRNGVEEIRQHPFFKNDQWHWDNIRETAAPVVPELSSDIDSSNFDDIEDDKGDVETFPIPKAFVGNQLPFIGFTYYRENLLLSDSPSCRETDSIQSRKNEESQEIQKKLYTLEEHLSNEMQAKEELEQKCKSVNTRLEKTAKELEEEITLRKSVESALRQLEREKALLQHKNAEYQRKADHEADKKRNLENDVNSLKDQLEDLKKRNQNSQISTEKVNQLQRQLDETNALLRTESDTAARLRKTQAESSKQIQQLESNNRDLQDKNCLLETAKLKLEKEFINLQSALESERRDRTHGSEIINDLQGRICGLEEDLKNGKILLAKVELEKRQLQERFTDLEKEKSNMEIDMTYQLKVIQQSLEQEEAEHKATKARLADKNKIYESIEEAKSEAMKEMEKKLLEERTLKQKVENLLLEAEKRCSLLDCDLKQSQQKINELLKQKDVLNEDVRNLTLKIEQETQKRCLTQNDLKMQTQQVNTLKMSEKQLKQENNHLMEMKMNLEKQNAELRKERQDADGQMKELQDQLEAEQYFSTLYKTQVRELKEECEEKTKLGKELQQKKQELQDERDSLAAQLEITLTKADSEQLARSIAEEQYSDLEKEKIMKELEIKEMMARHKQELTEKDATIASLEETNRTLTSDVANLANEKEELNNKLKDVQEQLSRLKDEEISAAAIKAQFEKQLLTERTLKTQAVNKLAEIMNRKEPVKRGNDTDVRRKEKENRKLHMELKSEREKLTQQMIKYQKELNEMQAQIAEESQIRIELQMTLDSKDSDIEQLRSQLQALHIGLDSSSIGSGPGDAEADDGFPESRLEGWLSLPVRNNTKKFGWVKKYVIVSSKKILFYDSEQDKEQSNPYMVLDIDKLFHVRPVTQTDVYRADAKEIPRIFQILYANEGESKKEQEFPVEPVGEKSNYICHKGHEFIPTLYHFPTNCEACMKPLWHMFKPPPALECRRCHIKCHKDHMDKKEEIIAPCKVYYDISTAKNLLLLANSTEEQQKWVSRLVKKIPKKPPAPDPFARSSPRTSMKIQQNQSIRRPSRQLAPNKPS
# * = called active by the depositor; nt = no result given; [ ] = remark or other dose. The list is partial, so the mix of outcomes need not match the whole.
entry	canonical_smiles	NADH coupling	A340 absorber	tolC growth inh	JNK3 blocker	MMP13 inh	HEK293 NFkB inh	PKA kinase inh	Autofluor 339	ROCK2 inh
1	CCOC(=O)c1ccc(N2C(=O)CC(NC3CCN(C(=O)c4cccc(Cl)c4)CC3)C2=O)cc1 (stereo unspecified)	1%	1	-5	-1	2	3	-4	1.1	-2
2	Oc1[nH]c2ccccc2c1OCc1ccncc1	6%	1	-18	-3	4	11	3	1.1	-1
3	CCOC(=O)N1CCC(NC(=O)C2CCC(CNS(=O)(=O)c3ccc(OC)cc3)CC2)CC1 (stereo unspecified)	5%	1	-11	0	2	18	14	1.1	7
4	CCC(Oc1ccccc1)C(=O)N1CCC(C(N)=O)CC1 (stereo unspecified)	5%	1	-18	1	-2	2	7	1.1	6
5	CC(C)C(NC(=O)CC12CC3CC(CC(C3)C1)C2)C(=O)O (stereo unspecified)	9%	1	-15	-6	-1	8	5	1	4
6	CCC(C)NCC(O)COCc1ccc(Cl)cc1 (stereo unspecified)	3%	0.98	-8	1	6	-11	12	1	5
7	C[C@@](Cc1ccc(O)c(O)c1)(NN)C(=O)O	2%	1	-11	nt	nt	nt	nt	1.1	nt
8	c1ccc2c(c1)CCCC2NC1=NCCC1 (stereo unspecified)	4%	0.99	-6	-1	-6	4	7	1.1	6
9	CC(=O)Oc1ccc(N2C(=O)C3C4C=CC(O4)C3C2=O)cc1 (stereo unspecified)	7%	1	-15	-1	5	10	-6	1	2
10	Cc1cc(NC(=O)CS(=O)(=O)c2cn(Cc3ccc(F)cc3)c3ccccc23)no1	1%	1	4	-2	6	13	4	1.1	2
11	CN(C)C(=O)CSc1nc(SCC(=O)N(C)C)n(-c2ccccc2)n1	5%	1	-16	0	-3	4	5	1.1	2
12	CCOc1ccc(-n2c(=O)cc(N3CCN(c4ccc(F)cc4)CC3)[nH]c2=O)cc1	6%	0.98	0	6	-5	12	7	1	7
13	COCCOC(=O)C1=C(C)N=C2SCCC(=O)N2C1c1cc(Br)ccc1OC (stereo unspecified)	9%	1.1	-11	3	4	16	4	1	2
14	CCOC(=O)N1CCN(C(=O)c2ccc(CNS(=O)(=O)c3ccc(OC)cc3)cc2)CC1	4%	1	-12	-6	2	14	13	1.1	1
15	Cc1ccccc1-n1nc(C)c2cc(C(=O)NCc3cccnc3)sc21	2%	0.98	26	57*	-18	7	3	1.2	0
16	COc1ccc(NS(=O)(=O)c2ccc3c(c2)CCC(=O)N3)c(OC)c1	5%	1	-12	0	-3	7	7	1.1	2
17	CCN(CC)c1ccc(NC(=O)CN2CCN(c3nc(C)cc(C)n3)CC2)cc1	5%	1	3	-8	-1	3	6	0.92	7
18	CCCc1nc2ccccc2c(=O)n1/N=C/c1ccc(O)cc1	6%	1.1	3	0	2	5	13	0.98	4
19	CCOC(=O)N1CCN(C(=O)CSc2nnc(-c3ccc(Cl)s3)o2)CC1	0%	1.1	-2	-10	8	12	2	1.3	-1
20	COc1ccc(-n2c(Cc3cccn3C)nnc2SCC(=O)N2CCCc3ccccc32)cc1	7%	1	21	-1	-1	8	8	1.1	5

entry	canonical_smiles	NADH coupling	A340 absorber	tolC growth inh	JNK3 blocker	MMP13 inh	HEK293 NFkB inh	PKA kinase inh	Autofluor 339	ROCK2 inh
21	Cc1cc(C)cc(C(=O)N2CCC(C(N)=O)CC2)c1	2%	0.99	-2	-8	-11	1	3	1	8
22	O=C(CCS(=O)(=O)c1cccc2nonc12)NC1CCCCCC1	3%	1.1	-3	nt	6	2	1	1.1	nt
23	COc1cc(C(=O)Nc2nnc(C)s2)cc(OC)c1OC	3%	1.1	-21	1	-2	8	7	1.1	3
24	O=C(CCN1C(=O)COc2ccccc21)NCc1cccs1	4%	1	-11	-2	-6	16	9	1.1	4
25	Cc1cccc(NC(=O)C(C)Oc2ccccc2C)n1 (stereo unspecified)	3%	1.1	16	0	2	13	10	1	4
26	O=C(CN(C1CCCCC1)S(=O)(=O)c1ccccc1)N1CCCC1	2%	1	-3	nt	3	-3	-1	1.1	nt
27	Cc1ccc(C(c2sc3nc(C)nn3c2O)N2CCN(C(=O)c3ccco3)CC2)cc1 (stereo unspecified)	8%	1	-8	-1	3	28	2	1	1
28	COc1ccc(S(=O)(=O)Nc2cc(Cl)ccc2OC)cc1	3%	1	10	-1	3	28	-1	1	2
29	CCOc1ccc(-c2nn3c(-c4ccc(OC)cc4)nnc3s2)cc1	4%	1	19	8	-3	nt	4	1.1	4
30	Cc1ccc(OCC(=O)n2cnnc2N)c(C)c1	3%	1	-22	-2	3	9	10	1.1	7
31	Nc1cc(C2CCCC2)nn1-c1ccccc1	2%	1	-6	nt	-1	-3	1	1.1	nt
32	O=C(c1ccccc1Cl)N1CCN(c2ccccn2)CC1	0%	1.1	-8	-2	-10	0	4	1.2	7
33	CCOc1ccc(CN2CCNC(=O)C2CC(=O)OC)cc1 (stereo unspecified)	6%	1	-15	6	2	5	12	1.1	1
34	Cc1cccc(NC(=O)CCN2C(=O)C3C4C=CC(C4)C3C2=O)n1 (stereo unspecified)	1%	1	-4	3	2	0	11	1.1	1
35	O=C(CN1C(=O)CCS(=O)(=O)c2ccccc21)NCc1ccc2c(c1)OCO2	5%	1	-7	-1	2	20	4	1.1	0
36	CC(=O)c1sc(NC(=O)C=C(C)C)nc1C	2%	1.2	-13	1	5	3	8	1.1	4
37	CCCc1nc(SCC(=O)Nc2cc(C)on2)c2ccccc2n1	6%	1	-2	21*	0	22	-1	1.1	0
38	Cn1c(Cn2c(=O)sc3ccccc32)nnc1SCC(=O)NCc1ccc(F)cc1	2%	1.1	-14	4	0	8	7	0.94	3
39	COc1ccccc1N1CCN(C(=O)c2ccc3nc(-c4ccco4)c(-c4ccco4)nc3c2)CC1	4%	1	21	1	-8	28	8	1.4	8
40	CCOC(=O)c1nnn(-c2nonc2N)c1CN(C)Cc1ccccc1	4%	1	11	nt	3	16	0	1.1	nt

entry	canonical_smiles	NADH coupling	A340 absorber	tolC growth inh	JNK3 blocker	MMP13 inh	HEK293 NFkB inh	PKA kinase inh	Autofluor 339	ROCK2 inh
41	Cc1ccc(-c2ccc(CCC(=O)O)n2C(C)C)cc1	0%	1	13	3	-18	12	5	1.3	6
42	CCOC(=O)C1CCCN(C(=O)Cn2nc(CC)n3c(cc4sccc43)c2=O)C1 (stereo unspecified)	1%	1.1	4	-1	0	18	-4	1.1	-1
43	CCc1nn(C(C)C(=O)N2CCN(Cc3ccccc3)CC2)c(=O)c2cc3occc3n12 (stereo unspecified)	8%	1	3	-2	-4	32	-1	1.1	-2
44	CCOC(=O)c1csc(NC(=O)C(C)(C)C)n1	2%	1	0	0	3	-10	8	1.1	4
45	COC(=O)c1[nH]c2cccc(OC)c2c1NC(=O)CCN1CCN(c2ccccc2OC)CC1	20%	1	0	-9	-16	14	12	3.1*	6
46	CCCC(=O)N1c2ccccc2NC2=C(C(=O)CCC2)C1c1ccc(F)cc1 (stereo unspecified)	5%	1.1	55	2	-1	16	9	1.1	6
47	Cn1c(C(=O)N2CCCc3ccccc32)cc2c(=O)n3ccccc3nc21	15%	1.1	1	-1	-9	5	8	2.6*	8
48	Nc1nc(SCC(=O)NCCCN2CCOCC2)nc2sc3c(c12)CCC3	0%	1.1	0	3	-7	2	2	1.1	4
49	COC(=O)C1=CN(CCCN2CCCC2=O)C=C(C(=O)OC)C1c1cccs1	6%[fluoresces]	1	8	-3	-199[fluorescence artefact?]	20	1	4.8*	3
50	Cc1sc2nc(SCC(=O)NCc3cccs3)[nH]c(=O)c2c1C	14%	1	8	1	-12	0	1	1	2
51	CSc1nc(N2CCOCC2)c2c(c1C#N)CCCCC2	3%	0.99	29	-2	0	9	7	1.1	8
52	CCOC(=O)N1CCN(C(=O)c2ccccc2N(C)S(C)(=O)=O)CC1	6%	1	-5	1	-2	15	0	1.1	0
53	CCOc1ccc2nc(C)cc(C(=O)O)c2c1	7%[fluoresces]	0.99	-19	4	-100[fluorescence artefact?]	-1	8	3.8*	4
54	CCOC(=O)c1c(N)n[nH]c1-c1ccc(OC)cc1	5%	1.1	-4	18*	2	12	14	1.1	8
55	Cn1c2c(c(=O)n(C)c1=O)C(c1ccc(O)cc1)Nc1ccccc1O2 (stereo unspecified)	6%	1	-2	5	2	11	2	1.1	2
56	COc1ccc(CN(C(=O)c2ccco2)c2ccc(Br)cc2)cc1OC	4%	1	36	9	2	13	8	1	-2
57	CC1(C)Cc2cccc(OCC(=O)N3CCN(S(=O)(=O)c4ccc(F)cc4)CC3)c2O1	3%	1	15	-3	7	18	6	1	1
58	O=c1c(N2CCOCC2)nsnc1N1CCOCC1	9%	1	-10	-4	0	-1	7	1.1	5
59	COC(=O)C1Sc2[nH]c(=O)sc2C(c2ccc(Cl)cc2)C1C(=O)OC (stereo unspecified)	8%	1	20	6	2	2	-6	1	-1

# 12 of the compounds above, screen by screen.
48) Nc1nc(SCC(=O)NCCCN2CCOCC2)nc2sc3c(c12)CCC3
49) COC(=O)C1=CN(CCCN2CCCC2=O)C=C(C(=O)OC)C1c1cccs1
50) Cc1sc2nc(SCC(=O)NCc3cccs3)[nH]c(=O)c2c1C
51) CSc1nc(N2CCOCC2)c2c(c1C#N)CCCCC2
52) CCOC(=O)N1CCN(C(=O)c2ccccc2N(C)S(C)(=O)=O)CC1
53) CCOc1ccc2nc(C)cc(C(=O)O)c2c1
54) CCOC(=O)c1c(N)n[nH]c1-c1ccc(OC)cc1

Compound | 48 | 49 | 50 | 51 | 52 | 53 | 54
NADH coupling | 0% | 6%[fluoresces] | 14% | 3% | 6% | 7%[fluoresces] | 5%
A340 absorber | 1.1 | 1 | 1 | 0.99 | 1 | 0.99 | 1.1
tolC growth inh | 0 | 8 | 8 | 29 | -5 | -19 | -4
JNK3 blocker | 3 | -3 | 1 | -2 | 1 | 4 | 18*
MMP13 inh | -7 | -199[fluorescence artefact?] | -12 | 0 | -2 | -100[fluorescence artefact?] | 2
HEK293 NFkB inh | 2 | 20 | 0 | 9 | 15 | -1 | 12
PKA kinase inh | 2 | 1 | 1 | 7 | 0 | 8 | 14
Autofluor 339 | 1.1 | 4.8* | 1 | 1.1 | 1.1 | 3.8* | 1.1
ROCK2 inh | 4 | 3 | 2 | 8 | 0 | 4 | 8

55) Cn1c2c(c(=O)n(C)c1=O)C(c1ccc(O)cc1)Nc1ccccc1O2 (stereo unspecified)
56) COc1ccc(CN(C(=O)c2ccco2)c2ccc(Br)cc2)cc1OC
57) CC1(C)Cc2cccc(OCC(=O)N3CCN(S(=O)(=O)c4ccc(F)cc4)CC3)c2O1
58) O=c1c(N2CCOCC2)nsnc1N1CCOCC1
59) COC(=O)C1Sc2[nH]c(=O)sc2C(c2ccc(Cl)cc2)C1C(=O)OC (stereo unspecified)

Compound | 55 | 56 | 57 | 58 | 59
NADH coupling | 6% | 4% | 3% | 9% | 8%
A340 absorber | 1 | 1 | 1 | 1 | 1
tolC growth inh | -2 | 36 | 15 | -10 | 20
JNK3 blocker | 5 | 9 | -3 | -4 | 6
MMP13 inh | 2 | 2 | 7 | 0 | 2
HEK293 NFkB inh | 11 | 13 | 18 | -1 | 2
PKA kinase inh | 2 | 8 | 6 | 7 | -6
Autofluor 339 | 1.1 | 1 | 1 | 1.1 | 1
ROCK2 inh | 2 | -2 | 1 | 5 | -1
